Screening results (PubChem)
CAL PDZ FP-1 = inhibitors of human CAL PDZ peptide binding; Q9HD26; purified CAL PDZ, TMR-peptide fluorescence polarization, 1 h; inhibition, % at 20 µM; hit rate 0.02% among 330,000; AID 504414;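 active = highest replicate inhibition of at least 40%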;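 note: plate controls were DMSO neutral control wells for no effect and unlabeled competitor peptide control wells for full effect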
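Material: tagged CAL PDZ domain; buffer or medium: 25 mM sodium phosphate pH 7.4, 150 mM NaCl, TCEP, IgG, Thesit; compound dosing: single point, 20 µM; schedule: 1 h incubation at room temperature before polarization reading; measured by: FP readout, S and P plane fluorescence; read-out basis: percent inhibition from loss of millipolarization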
CDK5 inh = blocks human CDK5/p35 kinase activity; Recombinant CDK5/p35, ADP-Glo luminescence, 60 min; AID 488839; Q00535+Q15078; hit rate 0.01% among 330,000; inhibition, % at 10 µM;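 active = highest replicate inhibition of at least 50% and at least 75% of replicates reaching 50%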;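 note: plate controls were DMSO neutral control for no effect and GW8510 at 10 µM for full effect; many of its hits are not listed in these tables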
Target sequence (Q00535 whole entry, looked up): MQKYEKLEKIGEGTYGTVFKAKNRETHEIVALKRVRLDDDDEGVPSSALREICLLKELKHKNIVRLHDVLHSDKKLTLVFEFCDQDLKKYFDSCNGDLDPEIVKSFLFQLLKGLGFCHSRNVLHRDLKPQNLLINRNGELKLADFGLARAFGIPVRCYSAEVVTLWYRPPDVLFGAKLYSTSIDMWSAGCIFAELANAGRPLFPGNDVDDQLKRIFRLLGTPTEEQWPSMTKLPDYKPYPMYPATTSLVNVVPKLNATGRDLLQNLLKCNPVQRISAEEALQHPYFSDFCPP
Target sequence (Q15078 whole entry, looked up): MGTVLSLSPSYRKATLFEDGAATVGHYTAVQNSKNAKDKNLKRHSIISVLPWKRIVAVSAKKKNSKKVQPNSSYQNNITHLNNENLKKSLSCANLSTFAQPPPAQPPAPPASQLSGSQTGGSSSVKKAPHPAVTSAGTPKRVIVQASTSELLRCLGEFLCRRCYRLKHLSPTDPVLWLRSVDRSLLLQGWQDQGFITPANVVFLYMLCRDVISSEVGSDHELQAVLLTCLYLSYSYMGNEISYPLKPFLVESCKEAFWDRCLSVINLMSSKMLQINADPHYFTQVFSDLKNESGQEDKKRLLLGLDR
Wnt bcat act = activators of Wnt/beta-catenin signaling. Wnt/beta-catenin reporter cell assay, activator, plate reader. activation, % at 9.35 µM. hit rate 1.2% among 300,000. AID 743398; in the data active = activation above about 30%, passing the limit was not always enough;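 note: 0% = neutral control wells and 100% = positive control wells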
dFosB activator = enhances mouse delta FosB homodimer DNA binding; purified delta FosB, TAMRA-CDK5 oligo fluorescence polarization; percent of positive-control signal above neutral wells; activation, % at 25 µM; P13346; hit rate 0.99% among 340,000;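 active = mean activation above about 17%, with every replicate also reaching it, limit read from the data, passing the limit was not always enough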;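 note: fluorescence polarization rise as delta FosB binds a TAMRA Cdk5 AP-1 oligo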
Target sequence (P13346 whole entry, looked up): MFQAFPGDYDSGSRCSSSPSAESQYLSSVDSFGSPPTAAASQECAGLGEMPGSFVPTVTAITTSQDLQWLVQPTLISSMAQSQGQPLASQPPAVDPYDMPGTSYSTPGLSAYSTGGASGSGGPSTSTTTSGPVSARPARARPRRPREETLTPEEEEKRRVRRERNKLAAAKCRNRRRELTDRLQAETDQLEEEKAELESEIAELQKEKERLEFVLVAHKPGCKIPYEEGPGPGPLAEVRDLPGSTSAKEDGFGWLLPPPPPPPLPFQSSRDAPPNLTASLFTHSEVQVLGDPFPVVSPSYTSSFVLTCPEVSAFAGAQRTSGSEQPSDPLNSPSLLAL
CAL PDZ FP-2 = CAL PDZ (human) peptide binding inhibition; purified CAL PDZ, TMR-peptide fluorescence polarization, 1 h; AID 602252; hit rate 0.92% among 300,000; inhibition, % at 24.9 µM; Q9HD26;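 active = mean inhibition of at least 30% with at least half of replicates also reaching 30%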;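 note: 0% = DMSO neutral control and 100% = excess unlabeled competitor peptide PRC23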
Rtt109 HAT inh = inhibitors of Candida albicans Rtt109/Vps75 histone acetyltransferase. Q5AAJ8. purified Rtt109/Vps75, ThioGlo CoA-SH fluorescence, 4 h. inhibition, % at 34.9 µM. hit rate 0.16% among 330,000;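 active = inhibition of at least 50% in every replicate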
RTF Ca sens act = increases calcium sensitivity of human cardiac regulated thin filaments; IANBD-labeled TnC RTF fluorescence at EC20 calcium; 0% EC20 calcium, 100% full calcium; P19429+P45379; hit rate 0.24% among 340,000; activation, % at 7.2 µM; AID 493008;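 active = activation above the mean over all tested compounds plus 3 SD, cut at about 30% in these data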;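 note: rise in fluorescence read as greater calcium sensitivity of cardiac thin filaments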
V-ATPase pH = regulators of yeast V-ATPase proton transport; S. cerevisiae, pHLuorin cytosolic pH fluorescence; response, % at 10 µM; AID 504577; hit rate 0.37% among 350,000; in the data active = response mostly above about 7.3%, no sharp cut-off; inactive = mostly below about 5.4%; note: actives read high; inactives centre near 0; some compounds called inactive have numbers as strong as hits; reference of the scale not given here
Tat export inh = E. coli Tat transport inhibition; E. coli MC4100 TorA-mCherry Tat export, fluorescence; inhibition, % at 10 µM; hit rate 0.036% among 340,000; AID 488895;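 active = mean replicate inhibition at least 50% and at least half of replicates individually reaching 50%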;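 note: exported cargo escapes ClpAP degradation while cytoplasmic cargo is degraded and loses fluorescence; 0% = median of neutral control wells and 100% = median of NaSCN control wells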
MITF act = activators of MITF-driven TRPM1 promoter activity in SK-MEL-5 cells; SK-MEL-5 TRPM1-promoter luciferase, 24 h; % of positive control, neutral wells = 0; activation, % at 12.5 µM; hit rate 0.75% among 300,000;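 active = mean activation of at least 80% with every replicate also reaching 80%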;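 note: 0% = neutral control wells and 100% = parthenolide positive control wells; values of inactives mirror those of a sister screen read the other way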
Active calls of the source: *. Compounds as they come. Share with any hit: about 4.1%.

`O=C(NNC(=O)c1cccc2ccccc12)c1cccc(F)c1` gave CAL PDZ FP-1 0.3, CDK5 inh 14, Wnt bcat act -8, dFosB activator -9, CAL PDZ FP-2 -3, Rtt109 HAT inh 19, RTF Ca sens act -3, V-ATPase pH -3, Tat export inh 3 and MITF act 6.
`COc1ccccc1CNC(=O)c1ccccc1OC` gave CAL PDZ FP-1 -2.4, CDK5 inh 1.8, dFosB activator 0, CAL PDZ FP-2 0, RTF Ca sens act -7, V-ATPase pH 2, Tat export inh -6 and MITF act 13.
CC(C)Oc1ccc(Cn2c(=O)oc3ccccc32)cc1 was read as CAL PDZ FP-1 -0.1, CDK5 inh 0.9, Wnt bcat act 1, dFosB activator 10, CAL PDZ FP-2 -4, Rtt109 HAT inh 5, RTF Ca sens act -5, V-ATPase pH 0, Tat export inh 4 and MITF act -1.
Screening COc1ccccc1CNC(=O)c1ccccc1N returned CAL PDZ FP-1 0.6, CDK5 inh -1.8, Wnt bcat act 1, dFosB activator 0, Rtt109 HAT inh -2, RTF Ca sens act -1, V-ATPase pH -2, Tat export inh -4 and MITF act -9.
`C=CCOc1nc(N(C)C)nc(N(C)C)n1` gave CAL PDZ FP-1 -1.4, CDK5 inh -1.5, Wnt bcat act -3, dFosB activator 0, CAL PDZ FP-2 0, Rtt109 HAT inh -10, RTF Ca sens act 1, V-ATPase pH 1, Tat export inh -1 and MITF act 0.
Screening COc1ccc(C(=O)N/C(=C\c2ccco2)C(=O)NC2CCS(=O)(=O)C2)cc1 (stereo unspecified) returned CAL PDZ FP-1 -0.7, CDK5 inh 2.5, Wnt bcat act 0, dFosB activator 7, CAL PDZ FP-2 6, Rtt109 HAT inh -1, RTF Ca sens act -1, V-ATPase pH 1, Tat export inh 1 and MITF act 1.
O=C(Cc1cn2ccsc2n1)Nc1nc2c(s1)CCCC2 was read as CAL PDZ FP-1 -0.4, CDK5 inh 1.2, dFosB activator -6, CAL PDZ FP-2 -1, Rtt109 HAT inh 8, RTF Ca sens act 3, V-ATPase pH -2, Tat export inh -8 and MITF act 7.
`O=C1C2C3C=CC(C3)C2C(=O)N1c1cccc(-c2nc3ccccc3o2)c1` (stereo unspecified) gave CAL PDZ FP-1 -4.4, CDK5 inh 0.0, dFosB activator -3, CAL PDZ FP-2 -5, Rtt109 HAT inh -4, RTF Ca sens act -4, V-ATPase pH 3, Tat export inh -4 and MITF act -1.
COc1ccc2cc(C3(C)NC(=O)N(CC(=O)NCCC4=CCCCC4)C3=O)ccc2c1 (stereo unspecified) was read as CAL PDZ FP-1 -0.6, CDK5 inh -1.6, dFosB activator -12, CAL PDZ FP-2 -4, Rtt109 HAT inh -3, RTF Ca sens act 1, V-ATPase pH 5 and Tat export inh 3.
For O=S(=O)(c1ccc(Cl)cc1)N1CCN(CCc2ccccc2)CC1 the results were CAL PDZ FP-1 -2.5, CDK5 inh -2.8, Wnt bcat act -1, dFosB activator -11, CAL PDZ FP-2 -2, Rtt109 HAT inh -2, RTF Ca sens act 2, V-ATPase pH 0, Tat export inh 16 and MITF act 0.
`C/C(=N\Nc1ccc(Cl)cc1)c1ccccn1` gave CAL PDZ FP-1 -1.4, CDK5 inh -1.3, dFosB activator 4, Rtt109 HAT inh 3, RTF Ca sens act 1, V-ATPase pH -1, Tat export inh -4 and MITF act 29.
N#Cc1ccccc1NC(=O)Nc1cccc(Cl)c1 was read as CAL PDZ FP-1 0.0, CDK5 inh 0.1, dFosB activator 4, CAL PDZ FP-2 -1, Rtt109 HAT inh -2, RTF Ca sens act 1, V-ATPase pH 0, Tat export inh -3 and MITF act -12.
`CC(C)CC(NC(=O)C(NC(=O)C1OC2OC(C)(C)OC2C2OC(C)(C)OC12)C(C)C)C(=O)O` (stereo unspecified) gave CAL PDZ FP-1 -0.8, CDK5 inh 1.1, Wnt bcat act -2, dFosB activator -2, CAL PDZ FP-2 -6, Rtt109 HAT inh -2, RTF Ca sens act 0, V-ATPase pH -2, Tat export inh -2 and MITF act 3.
`COc1ccc(S(=O)(=O)N2CCC(O)(c3cccnc3)CC2)cc1OC` gave CAL PDZ FP-1 0.3, CDK5 inh 0.1, Wnt bcat act 0, dFosB activator 4, CAL PDZ FP-2 -5, Rtt109 HAT inh -5, RTF Ca sens act -4, V-ATPase pH -1, Tat export inh 6 and MITF act -13.
For CCO[C@@H]1OC(C(=O)N2CCN(Cc3ccccc3)CC2)=C[C@H](C)[C@H]1CCCO the results were CAL PDZ FP-1 0.8, CDK5 inh 1.8, Wnt bcat act -1, dFosB activator 1, CAL PDZ FP-2 -1, Rtt109 HAT inh 0, RTF Ca sens act 8, V-ATPase pH 1, Tat export inh 9 and MITF act 2.
For CC(C)Cc1nnc(NC(=O)CN2C(=O)NC3(CCCCC3)C2=O)s1 the results were CAL PDZ FP-1 -2.3, CDK5 inh -0.1, Wnt bcat act -2, dFosB activator -8, CAL PDZ FP-2 -4, Rtt109 HAT inh -7, RTF Ca sens act -5, V-ATPase pH -1, Tat export inh 10 and MITF act 7.
CC1(C)CC(=O)C=C(NCc2ccco2)C1 was read as CAL PDZ FP-1 -0.4, CDK5 inh 0.8, dFosB activator 3, CAL PDZ FP-2 17, Rtt109 HAT inh 10, RTF Ca sens act 1, V-ATPase pH 2, Tat export inh -1 and MITF act 13.
COC(=O)[C@@H]1C[C@@H]2CC[C@@H](O)C[C@@H]2N1Cc1ccc(N2CCN(C)CC2)cc1 was read as CAL PDZ FP-1 -1.1, CDK5 inh 2.4, Wnt bcat act 2, dFosB activator 2, CAL PDZ FP-2 -1, Rtt109 HAT inh -6, RTF Ca sens act 0, V-ATPase pH -2, Tat export inh -12 and MITF act -4.
CNc1ccc(NC(C)=O)cc1[N+](=O)[O-] was read as CAL PDZ FP-1 -1.5, CDK5 inh 1.8, dFosB activator -5, CAL PDZ FP-2 -3, Rtt109 HAT inh -1, RTF Ca sens act -7, V-ATPase pH 0, Tat export inh -1 and MITF act -8.
Screening NNC(=O)c1n[nH]c(=O)c2ccccc12 returned CAL PDZ FP-1 -0.6, CDK5 inh 0.8, Wnt bcat act 0, dFosB activator -8, CAL PDZ FP-2 -3, Rtt109 HAT inh -2, RTF Ca sens act 0, V-ATPase pH -2, Tat export inh -3 and MITF act -7.
CC(=O)C[C@H]1c2cc(C(F)(F)F)ccc2S(=O)(=O)N1c1ccccc1 was read as CAL PDZ FP-1 -0.5, CDK5 inh 0.8, Wnt bcat act 2, dFosB activator 0, CAL PDZ FP-2 -3, Rtt109 HAT inh 0, RTF Ca sens act -7, V-ATPase pH 1, Tat export inh 14 and MITF act 7.
Cc1ccc(C)c(NC(=O)c2cc(-c3cc(C)ccc3O)n[nH]2)c1 was read as CDK5 inh 0.6, Wnt bcat act 26, dFosB activator -8, CAL PDZ FP-2 9, Rtt109 HAT inh 4, RTF Ca sens act 4, V-ATPase pH 0, Tat export inh -3 and MITF act 117*.
Brc1cccc(-c2nc3cccnc3nc2-c2cccc(Br)c2)c1 was read as CAL PDZ FP-1 -1.2, CDK5 inh 1.9, Wnt bcat act -2, dFosB activator -3, CAL PDZ FP-2 -3, Rtt109 HAT inh 0, RTF Ca sens act -2, V-ATPase pH 4 and Tat export inh -3.
Cc1ccc(N(CC#N)C(=O)CS(=O)(=O)c2cccc([N+](=O)[O-])c2)cc1 was read as CAL PDZ FP-1 0.5, CDK5 inh 0.2, Wnt bcat act -6, dFosB activator 3, CAL PDZ FP-2 -6, Rtt109 HAT inh -2, RTF Ca sens act 0, V-ATPase pH -2, Tat export inh -9 and MITF act -8.
For Cc1cc(C)c(NC(=O)COC(=O)Cn2nc(-c3ccccc3)oc2=O)c(C)c1 the results were CAL PDZ FP-1 -0.7, CDK5 inh 0.7, Wnt bcat act -4, dFosB activator -3, CAL PDZ FP-2 -3, Rtt109 HAT inh -2, RTF Ca sens act -4, V-ATPase pH -4, Tat export inh 4 and MITF act -4.
`Cn1cccc1/C=N/n1cnnc1` gave CAL PDZ FP-1 0.0, CDK5 inh -1.5, Wnt bcat act -5, dFosB activator 4, CAL PDZ FP-2 -6, Rtt109 HAT inh 3, RTF Ca sens act 2, V-ATPase pH -2, Tat export inh 0 and MITF act -1.
`COC(=O)C1=C(C(C)=O)C(c2ccc(C)cc2)n2nnnc2N1` (stereo unspecified) gave CAL PDZ FP-1 -2.2, CDK5 inh -0.4, Wnt bcat act -6, dFosB activator 3, CAL PDZ FP-2 -1, Rtt109 HAT inh 9, RTF Ca sens act 0, V-ATPase pH 0, Tat export inh -1 and MITF act 2.
CCN1C(=O)/C(=C2\Sc3ccccc3N2CC)OC1=S was read as CAL PDZ FP-1 -1.4, CDK5 inh 1.0, Wnt bcat act -6, dFosB activator -4, CAL PDZ FP-2 -5, Rtt109 HAT inh 11, RTF Ca sens act -6, V-ATPase pH 3, Tat export inh 4 and MITF act 9.
For CCc1noc(C)c1C(=O)Nc1ccc(F)c(F)c1 the results were CAL PDZ FP-1 -1.9, CDK5 inh 2.0, Wnt bcat act -1, dFosB activator -1, CAL PDZ FP-2 -4, Rtt109 HAT inh -4, RTF Ca sens act 1, V-ATPase pH -1, Tat export inh -6 and MITF act -7.
Cc1ccc(S(=O)(=O)N2CCC(C(=O)N3CCCC(C(F)(F)F)C3)CC2)cc1C (stereo unspecified) was read as CAL PDZ FP-1 -1.6, CDK5 inh 0.4, Wnt bcat act -1, dFosB activator -9, CAL PDZ FP-2 -8, Rtt109 HAT inh 22, RTF Ca sens act -7, V-ATPase pH -1, Tat export inh 5 and MITF act -5.
For Cc1ccc(OCC(=O)N(Cc2ccccc2)C(C)(C)C)c([N+](=O)[O-])n1 the results were CAL PDZ FP-1 -0.5, CDK5 inh 0.8, Wnt bcat act -3, dFosB activator 4, CAL PDZ FP-2 0, Rtt109 HAT inh -4, RTF Ca sens act 6, V-ATPase pH -7, Tat export inh -1 and MITF act 2.
Screening O=C(COc1cccc([N+](=O)[O-])c1)N/N=C/c1ccco1 returned CAL PDZ FP-1 -0.4, CDK5 inh 0.7, Wnt bcat act -1, dFosB activator -3, CAL PDZ FP-2 -2, Rtt109 HAT inh -5, RTF Ca sens act -5, V-ATPase pH 1, Tat export inh 7 and MITF act -10.
Screening Cc1ccc(N=Cc2cc(Br)cc(Cl)c2O)cc1 returned CAL PDZ FP-1 -1.1, CDK5 inh 2.4, Wnt bcat act -1, dFosB activator -13, CAL PDZ FP-2 -2, Rtt109 HAT inh -3, RTF Ca sens act -1, V-ATPase pH -3, Tat export inh -10 and MITF act 3.

By substructure, those above containing a CF3 group.
CC(=O)C[C@H]1c2cc(C(F)(F)F)ccc2S(=O)(=O)N1c1ccccc1 was read as CAL PDZ FP-1 -0.5, CDK5 inh 0.8, Wnt bcat act 2, dFosB activator 0, CAL PDZ FP-2 -3, Rtt109 HAT inh 0, RTF Ca sens act -7, V-ATPase pH 1, Tat export inh 14 and MITF act 7.
Cc1ccc(S(=O)(=O)N2CCC(C(=O)N3CCCC(C(F)(F)F)C3)CC2)cc1C (stereo unspecified) was read as CAL PDZ FP-1 -1.6, CDK5 inh 0.4, Wnt bcat act -1, dFosB activator -9, CAL PDZ FP-2 -8, Rtt109 HAT inh 22, RTF Ca sens act -7, V-ATPase pH -1, Tat export inh 5 and MITF act -5.
